Source: PubChem BioAssay
thrombin 1536 = human alpha-thrombin inhibitors, primary screen, counter-screen for coagulation protease inhibitor project, biochemical, 1536-well, fluorogenic AMC substrate; hit rate 0.26% among 220,000; Prothrombin (Homo sapiens), P00734; inhibition, % at 5 µM; Boc-VPR-AMC fluorogenic substrate cleavage;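 active = inhibition at or above 40%; inactive = inhibition below 40%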;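 also: 0% = enzyme with no compound and 100% = wells without enzyme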
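System – human alpha-thrombin · Medium – pH 7.5 Tris (50 mM) with NaCl 150 mM, Tween 20 0.05% · Compound – single-point dosing at 5 µM, 0.2% DMSO · Incubation – enzyme reaction carried out at room temperature · Technique – fluorescence of released AMC, ex 355 nm, em 460 nm · Read-out basis – % inhibition of thrombin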
zVAD death inh = inhibitors of zVAD-triggered necroptosis, primary screen, L929 cells; hit rate 0.38% among 220,000; L929 zVAD necroptosis rescue, ATP luminescence, 24 h; with zVAD 60 µM; viability rescue, % at 10 µM;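 active = activation, scaled between plate controls, above about 75%, limit read from the data; inactive = activation under that limit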;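 also: 0% = zVAD with DMSO and 100% = DMSO alone without zVAD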
Hck-Nef inh = inhibitors of Nef-activated human Hck kinase, primary screen, biochemical, Z-Lyte FRET, 384-well, Hck-YEEI | Tyrosine-protein kinase HCK (Homo sapiens), P08631 | Recombinant Hck-YEEI plus Nef, Z-Lyte FRET kinase assay | inhibition, % at 20 µM | hit rate 0.68% among 220,000;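 active = Hck-Nef kinase inhibition above about 50%, limit read from the data; inactive = inhibition below that limit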;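 also: 0% = DMSO with Hck plus Nef and 100% = Hck alone without Nef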
Target sequence (P08631 whole entry, looked up): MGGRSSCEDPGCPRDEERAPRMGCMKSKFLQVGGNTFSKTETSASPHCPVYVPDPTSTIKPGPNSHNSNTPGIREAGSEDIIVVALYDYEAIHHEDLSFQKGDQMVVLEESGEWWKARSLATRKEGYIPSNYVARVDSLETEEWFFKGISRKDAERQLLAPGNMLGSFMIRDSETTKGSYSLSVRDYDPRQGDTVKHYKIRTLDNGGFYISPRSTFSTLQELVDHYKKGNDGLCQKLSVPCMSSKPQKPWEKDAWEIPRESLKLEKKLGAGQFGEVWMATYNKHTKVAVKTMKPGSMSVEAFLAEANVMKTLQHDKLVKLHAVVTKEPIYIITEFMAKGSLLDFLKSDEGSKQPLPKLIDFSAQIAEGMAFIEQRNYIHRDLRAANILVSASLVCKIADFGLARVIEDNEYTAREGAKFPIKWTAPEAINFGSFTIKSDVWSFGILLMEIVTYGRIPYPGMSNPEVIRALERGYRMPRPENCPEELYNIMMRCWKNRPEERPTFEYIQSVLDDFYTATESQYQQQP
KCC2 mod = KCC2 cotransporter modulators, thallium flux, primary screen, cell-based, HEK293 KCC2, FluoZin-2 fluorescence, MLSMR | B-score of Tl+ flux slope (higher = more flux/activation; lower = inhibition) at 10 µM | KCC2 cells, thallium flux FluoZin-2 fluorescence | hit rate 2.2% among 190,000 | Solute carrier family 12 member 5 (Homo sapiens), Q9H2X9;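 active = thallium flux slope and its plate-corrected score both differing from the plate sample mean at a set confidence after two filtering rounds, in either direction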;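 also: slope of fluorescence scaled to starting intensity during 10 to 20 s after thallium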
Rad51 HR inh = human RAD51 strand exchange inhibitors, primary screen, biochemical, fluorescence; DNA repair protein RAD51 homolog 1 (Homo sapiens), Q06609; hRad51 DNA strand exchange, fluorescence dequenching; inhibition, % at 10 µM; hit rate 0.085% among 200,000;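 active = inhibition above 40% at the single screening dose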;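 also: 0% = DMSO control wells and 100% = blanks with heterologous ssDNA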
Target sequence (Q06609 whole entry, looked up): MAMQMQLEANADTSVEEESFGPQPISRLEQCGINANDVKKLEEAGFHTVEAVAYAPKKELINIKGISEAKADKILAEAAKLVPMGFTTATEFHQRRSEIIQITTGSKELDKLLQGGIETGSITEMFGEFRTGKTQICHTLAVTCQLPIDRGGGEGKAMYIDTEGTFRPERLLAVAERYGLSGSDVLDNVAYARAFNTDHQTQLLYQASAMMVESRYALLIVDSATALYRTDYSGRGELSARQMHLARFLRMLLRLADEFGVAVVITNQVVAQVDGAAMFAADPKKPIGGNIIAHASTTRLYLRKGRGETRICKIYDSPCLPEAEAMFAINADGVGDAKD
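material = hRad51 filaments on single-stranded DNA | timing = filaments 15 min 37 °C, then compound 30 min | signal = FRET fluorescence dequenching, excitation 485 nm, emission 520 nm | benchmarks = control wells and blank wells on each plate | evaluation = percent inhibition relative to plate controls and blanks | compound = 10 µM final, single point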
hK5 inh = human KLK5 protease inhibitors, primary screen, biochemical, 1536-well | Kallikrein-5 (Homo sapiens), Q9Y337 | recombinant hK5, fluorogenic AMC substrate cleavage | inhibition, % at 5 µM | hit rate 0.59% among 210,000;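 active = inhibition of 40% or more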;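 also: 0% = enzyme controls without compound and 100% = no-enzyme blanks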
Target sequence (Q9Y337 67-293 limits assumed): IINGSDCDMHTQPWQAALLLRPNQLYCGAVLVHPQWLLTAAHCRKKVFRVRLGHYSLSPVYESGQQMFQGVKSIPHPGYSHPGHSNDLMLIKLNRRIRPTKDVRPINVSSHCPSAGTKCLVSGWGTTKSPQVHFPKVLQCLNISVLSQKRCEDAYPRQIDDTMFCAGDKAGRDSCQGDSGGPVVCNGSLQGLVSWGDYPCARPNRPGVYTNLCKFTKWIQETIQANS
TNF death inh = inhibitors of TNF-alpha triggered necroptosis, primary screen, cell-based, Jurkat FADD-/-, single concentration; Jurkat FADD-/- TNF necroptosis rescue, ATP luminescence, 24 h; 0 = TNF only, 100 = no-TNF cells; activation (protection from cell death), % at 10 µM; hit rate 0.068% among 220,000; AID 463075, 2010;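 active = activation, meaning protection from cell death, of at least 50% relative to plate controls; inactive = activation below 50%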;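 also: necroptosis triggered by 40 ng/mL TNF-alpha added together with compound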
FXIa inh = human FXIa protease inhibitors, primary screen, biochemical, 1536-well; Coagulation factor XI (Homo sapiens), P03951; purified FXIa, Boc-Glu-Ala-Arg-AMC fluorogenic substrate; inhibition, % at 5 µM; hit rate 0.14% among 220,000; AID 798, 2007;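 active = inhibition of at least 40%; inactive = inhibition below 40%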;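 also: fluorescence of freed AMC excited at 355 nm; 0% = enzyme without compound and 100% = no enzyme blank; many of its hits are not listed in these tables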
FXIIa inh 1536 = human FXIIa protease inhibitors, primary screen, biochemical, 1536-well; inhibition, % at 5 µM; hit rate 0.3% among 220,000; Coagulation factor XII (Homo sapiens), P00748; purified FXIIa, Boc-QGR-AMC fluorogenic substrate, 2 h; AID 800, 2007; in the data active = inhibition above about 40%;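 also: 0% = enzyme with no compound and 100% = blank without enzyme; many of its hits are not listed in these tables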
* marks the source's active call; other numbers are inactive results; / = no result given. Only part of the results is shown; count on the stated rates, not on these rows.

SMILES | thrombin 1536 | zVAD death inh | Hck-Nef inh | KCC2 mod | Rad51 HR inh | hK5 inh | TNF death inh | FXIa inh | FXIIa inh 1536
C/C(=N/NC(=O)CNC(=O)c1ccccc1F)c1ccc2c(c1)CCCC2 | -6 | 2.2 | 26 | / | -2 | 18 | 0.6 | 0 | 9
O=C(Nc1ccc(OCC(=O)N2CCN(S(=O)(=O)c3ccccc3)CC2)cc1)c1ccco1 | 2 | -0.1 | 0 | 0.0069 | -5 | 25 | -1.0 | -3 | -6
CCCCNC(=O)CCc1nc2cccnc2n1Cc1ccc(OC)cc1 | -2 | 1.2 | -13 | 1.3 | -4 | -21 | 0.4 | 3 | 4
Cc1noc(C)c1COc1ccc(C(=O)OCC(=O)Nc2ccc3ccccc3c2)cc1 | 2 | 0.0 | 2 | -0.00083 | -6 | 0 | 0.0 | 5 | 15
COc1ccc(NC(=O)c2ccc3nc(-c4ccccc4)c(-c4ccccc4)nc3c2)c(OC)c1 | -3 | 0.3 | -2 | -0.6 | 0 | 7 | -0.3 | 18 | 15
O=C(Nc1cccc2ccccc12)N1CCCN(c2c(Cl)cncc2Cl)CC1 | -2 | 2.0 | 15 | -2.4 | 1 | -2 | 2.2 | -1 | 3
CC1=C(C)CC(C(=O)Nc2ccc(C(=O)N3CCOCC3)cc2)C(C(=O)O)C1 (stereo not drawn) | -3 | 0.5 | 3 | 1.4 | 17 | 0 | 0.5 | -2 | 9
COc1ccc(C2C(C(=O)NC(C)C)c3ccccc3C(=O)N2C)cc1OC (stereo not drawn) | 1 | 2.2 | 2 | / | / | -1 | 0.9 | 19 | 27
N#Cc1ccsc1NC(=O)CN1CCN(c2ccccn2)CC1 | 1 | 0.7 | 6 | -0.19 | -3 | -10 | 1.2 | -2 | 10
CCOc1[nH]n(-c2ccccc2)c(=O)c1C=Nc1ccccc1 | -3 | 2.6 | 19 | 1.9 | -8 | 8 | -6.9 | -1 | 7
CCOc1ccccc1Nc1nnc(SCC(=O)Nc2nc(-c3ccc(OC)cc3)cs2)s1 | -6 | 2.4 | 17 | -1.3 | -28 | 11 | 2.3 | -1 | 9
Cc1cc(Nc2cccc(C)c2C)n2nc(C)nc2n1 | 1 | / | -10 | -0.6 | / | -4 | 1.1 | 5 | 12
O=C(CSc1nc2[nH]ncc2c(=O)[nH]1)NCc1ccccc1 | -4 | 1.2 | 6 | 0.54 | 9 | -13 | 0.9 | 3 | 6
CC(C)c1cc(C(=O)Nc2cccc(Cl)c2)no1 | 2 | 0.2 | -1 | -0.22 | 2 | -20 | -1.3 | 2 | 15
CSc1ccccc1NC(=O)COC(=O)Cc1cccs1 | 6 | -0.1 | 10 | -0.22 | -6 | 1 | -0.6 | 2 | 15
O=C1C=C(c2ccccc2)C(O)(c2ccccc2)C1 (stereo not drawn) | -2 | 0.2 | 2 | -0.47 | -2 | 5 | -3.2 | -23 | 7
Cc1ccc(NC(=O)c2ccc([N+](=O)[O-])o2)c(C)c1 | -3 | 6.7 | -5 | 0.076 | 23 | -9 | -9.0 | -4 | 6
CCOC(=O)/C(C(=O)Nc1ccccc1Cl)=C1/NC(C)(C)Cc2ccccc21 | 0 | 0.1 | 0 | -0.4 | -5 | 5 | -0.3 | 4 | 17
CN1CCN(C(=O)c2ccc(CN3CCOCC3)cc2)CC1 | 4 | 1.0 | 3 | / | -7 | -19 | 0.5 | 1 | 17
O=C(Oc1ccccc1)c1cccc2cccnc12 | -5 | 1.3 | 8 | -0.54 | 3 | -12 | -8.9 | 1 | -11
O=C(c1cc(C2CC2)on1)N1CCN(c2ccc(F)cc2)CC1 | -2 | 0.8 | 15 | -0.34 | 3 | -8 | -4.4 | 5 | 14
CC(=O)NC(C(=O)OCC(=O)N(c1ccccc1)c1ccccc1)C(C)C (stereo not drawn) | -6 | -0.1 | 6 | -0.048 | -9 | -4 | -0.9 | -6 | 4
CCc1cccc(CC)c1NC(=O)CN1C2CCCC1CC(NC(=O)Nc1cccc(OC)c1)C2 (stereo not drawn) | 0 | 0.3 | 9 | 0.46 | 1 | -3 | 1.3 | -1 | 11
Cc1cc(NC(=O)COC(=O)CCNS(=O)(=O)c2cccc(C(F)(F)F)c2)no1 | 0 | 1.0 | -12 | -0.28 | 19 | -4 | 0.8 | 20 | 3
C(=N\Nc1nn2cnnc2c2ccccc12)/c1ccco1 | -8 | 6.6 | 3 | -0.75 | 0 | 0 | -1.7 | 0 | 10

Random excerpt: 2 records from the list
SMILES | thrombin 1536 | zVAD death inh | Hck-Nef inh | KCC2 mod | Rad51 HR inh | hK5 inh | TNF death inh | FXIa inh | FXIIa inh 1536
Cc1ccc(NC(=O)c2ccc([N+](=O)[O-])o2)c(C)c1 | -3 | 6.7 | -5 | 0.076 | 23 | -9 | -9.0 | -4 | 6
CCCCNC(=O)CCc1nc2cccnc2n1Cc1ccc(OC)cc1 | -2 | 1.2 | -13 | 1.3 | -4 | -21 | 0.4 | 3 | 4

(continued)
SMILES | thrombin 1536 | zVAD death inh | Hck-Nef inh | KCC2 mod | Rad51 HR inh | hK5 inh | TNF death inh | FXIa inh | FXIIa inh 1536
COc1ccc(C2CC(c3ccc(OC)cc3)n3nc(NS(C)(=O)=O)nc3N2)cc1 (stereo not drawn) | -9 | -0.5 | 26 | / | 18 | 1 | 1.4 | 4 | 6
COc1cc(C(=O)NNC2=NC(C)(C)Cc3cc(C)c(C)cc32)cc(OC)c1OC | -3 | 1.7 | 4 | -1 | 3 | -56 | 2.0 | 5 | 7
Cn1cc(CN2CCN(CCO)CC2)c(-c2ccc(Oc3ccccc3)cc2)n1 | 0 | -0.2 | 8 | 1 | 2 | / | 1.4 | -3 | 8
CCOc1cc(/C=N/Nc2cccc(C(=O)O)c2)ccc1OCC(=O)N1CCCCC1 | 1 | 1.4 | 5 | 0.15 | -1 | -5 | -1.4 | -2 | 3
C/C(=N\N1CCN(c2ccccc2)CC1)c1ccco1 | -5 | 0.2 | -1 | -0.41 | 3 | 6 | 0.0 | 4 | 14
COc1ccc(-c2nnsc2N2C(=O)c3ccccc3C2=O)cc1 | -8 | 0.3 | 12 | 1 | 10 | -10 | -1.5 | -3 | 2
CC(C(=O)NC1CCCCCC1)N(c1ccccc1)S(C)(=O)=O (stereo not drawn) | -7 | -0.4 | -1 | / | -3 | -1 | -1.5 | 15 | 26
Cc1ccc(OCC(=O)NNC(=O)c2cc(C)[nH]n2)cc1 | 0 | 0.2 | 4 | -1.6 | 9 | -8 | 1.5 | 5 | 9
CC1=NN(c2nc(-c3ccc(C)cc3)cs2)C(=O)C1N=Nc1cccc(C)c1 (stereo not drawn) | 1 | -0.5 | 2 | 2.6 | 6 | -12 | 0.5 | 4 | 11
COc1ccc(C(C)=O)cc1COC(=O)c1ccc2ccccc2n1 | -4 | 1.1 | 17 | -0.44 | 10 | -4 | 2.3 | -2 | 6
CCCCOC(=O)c1ccc(NC(=O)CSc2nncn2C)cc1 | 6 | 0.2 | 0 | -0.2 | 8 | -9 | -0.9 | -1 | 3
COc1ccc(CC(=O)N2CCOCC2)cc1 | 4 | 0.0 | 5 | 0.38 | 7 | -4 | -0.6 | 11 | 13
CCOc1cc(C(=O)NC)cc(Br)c1OCc1ccccc1 | -8 | 4.7 | 25 | -0.73 | 4 | -4 | -0.1 | -2 | 3
CCOc1ccc(C(=O)N/N=C/c2cc(Cl)ccc2[N+](=O)[O-])cc1 | 8 | -0.3 | -3 | 0.18 | 1 | -10 | 0.9 | 3 | 4
CC(N)C12CC3CC(CC(O)(C3)C1)C2 (stereo not drawn) | 1 | 0.5 | -18 | -0.061 | 6 | -4 | 0.3 | 4 | 20
O=C(CSc1nc2ccccc2c(=O)n1-c1ccccc1)N1CCCC1 | -3 | -1.6 | -9 | 1.5 | -8 | -6 | -3.8 | -3 | -2
CC(Oc1ccc2ccc(=O)oc2c1)C(=O)c1ccccc1 (stereo not drawn) | -5 | -0.7 | 4 | -0.13 | 5 | -9 | 0.2 | 7 | 8
O=C(Oc1cccc2cccnc12)c1ccc(N2C(=O)C3C4CCC(C4)C3C2=O)cc1 (stereo not drawn) | -8 | -0.1 | 2 | -0.24 | 0 | -19 | 0.1 | 7 | 10
CN1CCN(CCNC(=O)Nc2ccccc2C(F)(F)F)CC1 | 0 | 0.4 | 1 | / | 2 | -14 | -0.3 | -6 | 13
COc1ccccc1-n1c(SCC(=O)Nc2cc(C)on2)nc2c(c1=O)SCC2 | 0 | 0.3 | 24 | / | -1 | -3 | 0.1 | -5 | 4
CNC(=S)NC1CC2CCCC(C1)N2Cc1ccc(C)cc1 (stereo not drawn) | 0 | 4.2 | 16 | -0.081 | -7 | 5 | 0.9 | -5 | 8
CCN1C(=O)/C(=C/c2c(C)nn(C)c2C)SC1=S | 2 | -0.3 | 0 | / | -3 | -4 | -5.7 | 3 | 10
O=C(Nc1cccc(F)c1)c1ccco1 | -1 | 0.2 | 20 | 0.89 | -2 | 6 | -0.6 | 1 | 10
COc1ccc(NS(=O)(=O)c2ccc(Oc3cccc(C(=O)O)c3)cc2)cc1 | -2 | 2.0 | -1 | -0.86 | 10 | -11 | 1.2 | -4 | -1
COc1cc(-c2onc3ccc(Br)cc23)cc(OC)c1OC | -11 | 73 | 22 | -0.13 | -1 | -3 | -5.2 | -6 | 8
Additional structures follow.
SMILES | thrombin 1536 | zVAD death inh | Hck-Nef inh | KCC2 mod | Rad51 HR inh | hK5 inh | TNF death inh | FXIa inh | FXIIa inh 1536
O=C(CSc1nc2ccccc2o1)NC(=O)NCc1ccccc1 | 0 | -0.1 | 1 | -2.5 | -4 | -9 | -0.6 | 4 | 22
COc1ccc(CN2CCNC(=O)C2CC(=O)NCCSc2nccn2C)c(OC)c1 (stereo not drawn) | -6 | 0.8 | 13 | 0.98 | 1 | 2 | 0.1 | 0 | 9
O=C(O)CS/C(=C\c1ccc(F)cc1)c1nc2ccccc2s1 | -14 | 1.4 | 25 | -7.1* | 1 | 0 | -0.4 | -2 | 1
CCN(CC)S(=O)(=O)c1ccc2c(c1)nc(CCC(=O)O)n2C | -8 | -0.5 | -3 | -0.2 | / | -2 | 1.5 | -2 | 7
Cc1ccccc1OC1=NS(=O)(=O)c2ccccc21 | -8 | 4.6 | 15 | -1.1 | -5 | -3 | -0.4 | -4 | 9
CCC(=O)N/C(=N/c1nc(C)cc(C)n1)Nc1ccc(OC)cc1 | 51* | / | -9 | 0.97 | 4 | -6 | 5.5 | 3 | 4
CCc1nnc(NC(=O)CSc2nc(-c3ccc(OC)cc3)ns2)s1 | -4 | 0.2 | 7 | 1.4 | 5 | 3 | -0.2 | -16 | -14
CN1CCN(C(=O)C(C(=O)c2ccc(F)cc2)n2ccccc2=O)CC1 (stereo not drawn) | 0 | -0.2 | 1 | 0.63 | 2 | -10 | -1.0 | -8 | 2
